Screening data (PubChem BioAssay)
LAP4 TOR yeast: alters LAP4-GFP fluorescence in TOR pathway yeast screen. GFP response vs DMSO, % at 10 µM. S. cerevisiae LAP4-GFP multiplex, flow cytometry GFP, 3 h; median GFP as percent of DMSO wells. AID 2023. actives 0.34% (n = 320,000);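 active = GFP response vs DMSO above a set limit, about the screen mean plus 3 SD, cut at about 150% in these data; inconclusive = under 70 cell events counted for the yeast strain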
MEP2-GFP yeast: alters MEP2-GFP fluorescence in TOR pathway yeast screen | AID 2016 | actives 0.51% (n = 330,000) | GFP response vs DMSO, % at 10 µM | S. cerevisiae MEP2-GFP strain, flow cytometry GFP, 3 h; 100% = DMSO control level;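 active = GFP response versus DMSO above a set limit, roughly screen mean plus 3 SD, cut at about 180% in these data; inconclusive = fewer than 70 cells counted for a yeast strain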;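 note: median GFP fluorescence of the barcode-gated MEP2-GFP cells per well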
GRK2 inh: blocks RNA aptamer binding to human GRK2; inhibition of aptamer binding, % at 10 µM; actives 0.59% (n = 330,000); AID 488847; bead flow cytometry, FAM-aptamer displacement from GRK2;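 active = inhibition of aptamer binding above 40%, roughly 3 SD of noise, on plates passing a quality check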;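 note: median bead fluorescence of bound FAM aptamer so fluorescent compounds give negative values; no value below 0 was filed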
CIT2-GFP yeast: modulators of TOR pathway CIT2-GFP in S. cerevisiae; AID 2029; GFP response vs DMSO, % at 10 µM; S. cerevisiae CIT2-GFP strain, flow cytometry, 3 h; 100 means same as DMSO wells; actives 0.065% (n = 320,000);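 active = GFP response relative to DMSO above a set limit, near the screen mean plus 3 SD, cut at about 150% in these data; inconclusive = Fewer than 70 cells measured for a yeast strain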;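 note: ratio of well median GFP fluorescence to mean of DMSO wells on the plate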
CR mimetic SO: lowers age-related superoxide in aged yeast cells; superoxide response (% of plate mean), % at 10 µM; AID 2690; S. cerevisiae aged cells, superoxide DHE fluorescence; hits give low values; actives 0.18% (n = 330,000);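 active = superoxide response under a set limit, about three screen SD below normal, cut at about 65% in these data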;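 note: yeast aged for seven days with compound at 30 °C before DHE staining; 100% = average MFI of all compound-treated wells on the plate with controls excluded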
VLA-4 inh: inhibition in a human VLA-4 binding assay | VLA-4 expressing cells, ligand binding flow cytometry | inhibition, % (about 7 µM as worked out from the volumes in the protocol) | actives 0.2% (n = 330,000) | AID 2557; in the data active = inhibition above about 50%
Target sequence (P13612 whole entry, looked up): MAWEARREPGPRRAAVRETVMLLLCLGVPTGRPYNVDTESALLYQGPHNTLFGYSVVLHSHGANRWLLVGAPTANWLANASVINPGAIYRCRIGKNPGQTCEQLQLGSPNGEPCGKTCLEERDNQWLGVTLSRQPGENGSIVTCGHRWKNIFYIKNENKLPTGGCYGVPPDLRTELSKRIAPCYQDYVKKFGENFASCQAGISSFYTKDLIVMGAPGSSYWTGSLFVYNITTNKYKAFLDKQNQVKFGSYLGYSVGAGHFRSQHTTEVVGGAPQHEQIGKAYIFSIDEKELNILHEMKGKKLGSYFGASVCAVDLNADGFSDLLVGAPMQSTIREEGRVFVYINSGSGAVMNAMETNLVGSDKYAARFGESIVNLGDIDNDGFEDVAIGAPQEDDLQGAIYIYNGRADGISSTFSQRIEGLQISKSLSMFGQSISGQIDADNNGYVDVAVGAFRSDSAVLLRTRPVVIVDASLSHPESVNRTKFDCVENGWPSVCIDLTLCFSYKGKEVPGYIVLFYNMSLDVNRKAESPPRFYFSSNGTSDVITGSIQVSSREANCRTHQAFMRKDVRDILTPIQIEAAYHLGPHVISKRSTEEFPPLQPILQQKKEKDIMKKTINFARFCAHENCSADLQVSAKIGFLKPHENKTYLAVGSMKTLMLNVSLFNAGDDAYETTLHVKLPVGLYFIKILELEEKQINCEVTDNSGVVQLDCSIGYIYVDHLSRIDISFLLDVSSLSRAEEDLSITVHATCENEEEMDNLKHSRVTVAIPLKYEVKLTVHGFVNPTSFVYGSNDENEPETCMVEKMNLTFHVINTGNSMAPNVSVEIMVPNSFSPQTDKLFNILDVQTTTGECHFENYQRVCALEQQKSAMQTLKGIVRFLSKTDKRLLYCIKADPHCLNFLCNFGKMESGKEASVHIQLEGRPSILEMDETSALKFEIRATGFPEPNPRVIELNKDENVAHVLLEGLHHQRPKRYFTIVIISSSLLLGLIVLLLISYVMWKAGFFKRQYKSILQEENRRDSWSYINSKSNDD
RPL19A TOR yeast: modulators of TOR pathway RPL19A-GFP in S. cerevisiae. actives 0.3% (n = 330,000). percent response vs DMSO, % at 10 µM. AID 2025. S. cerevisiae RPL19A-GFP strain, flow cytometry, 3 h; hits give low values;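 active = percent response vs DMSO below 50%; inconclusive = fewer than 70 events counted for the yeast strain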;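 note: median channel GFP fluorescence of the barcoded RPL19A-GFP strain; ratio of sample median GFP to plate DMSO average so 100% = DMSO; lower means less RPL19A-GFP as with rapamycin TOR inhibition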
AGP1-GFP MLPCN: alters AGP1-GFP fluorescence in TOR pathway yeast screen; S. cerevisiae AGP1-GFP multiplex flow cytometry, 3 h; GFP as percent of DMSO wells; actives 0.02% (n = 320,000); GFP response vs DMSO, % at 10 µM;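 active = GFP response relative to DMSO above a set limit, near screen average plus 3 SD, cut at about 150% in these data; inconclusive = fewer than 70 cells counted for the yeast strain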;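 note: median GFP channel fluorescence of the gated AGP1 strain per well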
Numbers without * were called inactive; i = inactive; ? = inconclusive; / = not tested or not shown; [ ] = another dose, or the depositor's remark. Rows are unselected; 1.7% or so of the library scored in one or more.

SMILES | LAP4 TOR yeast | MEP2-GFP yeast | GRK2 inh | CIT2-GFP yeast | CR mimetic SO | VLA-4 inh | RPL19A TOR yeast | AGP1-GFP MLPCN
O=S(=O)(O)Oc1c[nH]c2ccccc12 | 109 | 96 | 0 | 82 | 113 | -152 | 96 | 86
CCOC(=O)c1ccc(N2N=C(C)/C(=C/C=C/c3ccco3)C2=O)cc1 | 95 | 98 | 1 | 97 | 102 | -11 | 93 | 102
O=C(CCCN1C(=O)c2ccccc2C1=O)Nc1nnc(C2CC2)s1 | 102 | 100 | 0 | 105 | 94 | 4 | 100 | 102
CCOC(=O)c1ccccc1NC(=O)CN(c1ccccc1C)S(C)(=O)=O | 95 | 104 | 1 | 106 | 93 | 7 | 101 | 104
CC(C)CCn1c(Oc2ccc(Cl)cc2)nc2c1c(=O)n(C)c(=O)n2C | 100 | 98 | 0 | 98 | 95 | -18 | 98 | 100
CCCCCc1nnc(NC(=O)CS(=O)(=O)Cc2ccccc2)s1 | 98 | 98 | 0 | 107 | 95 | 13 | 104 | 106
O=C(O)/C=C/C(=O)NC1CCC(CC2CCC(NC(=O)/C=C/C(=O)O)CC2)CC1 (stereo unspecified) | 104 | 101 | 2 | 99 | 86 | 3 | 101 | 100
Cc1cc(C)c(C(=O)c2ccc(C(=O)N3CCCCC3)cc2)c(C)c1 | 85 | 94 | 0 | 96 | 101 | 2 | 108 | 97
CCOC(=O)c1nnn(-c2nonc2-n2cccc2)c1CCl | 107 | 97 | 4 | 99 | 100 | 2 | 91 | 98
CN(C(=O)c1cccc(S(=O)(=O)N2CCOCC2)c1)c1c(N)n(Cc2ccccc2)c(=O)[nH]c1=O | 96 | 105 | 3 | 109 | 166 | -5 | 104 | 105
COC(=O)C(C)NC(=O)C12CC3CC(C1)CC(c1ccc(C)cc1)(C3)C2 (stereo unspecified) | 87 | 101 | 1 | 97 | 100 | 4 | 97 | 94
Cc1ccc(Cl)cc1NC(=O)c1ccccc1OCC(=O)N1CCOCC1 | 85 | 111 | 0 | / | 84 | 0 | 96 | 91
COC(=O)c1ccccc1NC(=O)CSc1nncn1C | 94 | 104 | 0 | 107 | 114 | 2 | 102 | 99
Cc1nc(NCC2CCCO2)[nH]c(=O)c1CCC(C)C (stereo unspecified) | 87 | 93 | 1 | 84 | 95 | 5 | 88 | 87
Cc1cc(C)n(C(=O)Cc2cn3ccsc3n2)n1 | 93 | 105 | 0 | 106 | 93 | -5 | 97 | 100
CC(=O)C1C(=O)c2c(cccc2[N+](=O)[O-])C1=Nc1ccc(S(N)(=O)=O)cc1 (stereo unspecified) | 99 | 112 | 4 | 110 | 102 | 0 | 105 | 101
CCC(=NCCN1CCNCC1)C1=C(O)CC(C)(C)CC1=O | 99 | 101 | 1 | 106 | 89 | -2 | 102 | 106
Clc1ccc(-n2ncc3c(NCc4ccc5c(c4)OCO5)ncnc32)cc1 | 105 | 103 | 1 | 105 | 102 | 6 | 100 | 107
CCCc1nc(SCC(=O)Nc2ccccc2OC)c2c(=O)n(C)c(=O)n(C)c2n1 | 105 | 96 | 2 | 121 | 107 | 4 | 100 | 111
Cc1cccc(S(=O)(=O)Nc2cccc(-c3cn4ccsc4n3)c2)c1 | 110 | 112 | 2 | 118 | 93 | -2 | 106 | 108
Cc1cc(C(=O)O)ccc1NCc1cccnc1 | 88 | 104 | 0 | 99 | 96 | -2 | 104 | 94
Cc1ccc(NC(=O)CSc2nnc(CNC(=O)c3ccccc3F)o2)cc1Cl | 94 | 103 | 3 | 99 | 98 | 6 | 100 | 101
CCOc1ccc(N=C(C)C2=C(O)c3ccccc3C2=O)cc1 | 113 | 101 | 2 | 99 | 108 | -2 | 99 | 103
COc1cc(OC)cc(C(=O)Nc2nc3ccc(S(C)(=O)=O)cc3s2)c1 | 95 | 104 | 0 | 116 | 98 | -4 | 110 | 109
OC1(c2ccc(F)cc2)CSC(=Nc2cccnc2)N1Cc1ccco1 (stereo unspecified) | 197* | 95 | 0 | 71 | 107 | -2 | 96 | 78
CC(=O)Cn1c(CN2CC(C)CC(C)C2)nc2c1c(=O)n(C)c(=O)n2C (stereo unspecified) | 96 | 103 | 1 | 113 | 92 | 18 | 102 | 105
COc1ccccc1NC1=C(C)C(=O)CC1 | 90[may fluoresce violet] | 315*[may fluoresce violet] | 0 | ? | 107 | 0 | 90[may fluoresce violet] | 17[may fluoresce violet]
CCOc1ccccc1Oc1coc2cc(OC(=O)c3ccco3)ccc2c1=O | 111 | 103 | 0 | 99 | 94 | 4 | 99 | 100
Cc1cc(NC(=O)CSc2nnc(-c3ccccc3F)n2C)no1 | 89[may fluoresce violet] | 130[may fluoresce violet] | 4 | ? | 88 | 15 | 98[may fluoresce violet] | 32[may fluoresce violet]
CCN1CCN(C(=O)c2ccc(CS(=O)(=O)Cc3ccccc3F)o2)CC1 | 96 | 101 | 1 | 98 | 90 | 7 | 99 | 104
CCCC[C@@H]1CNC(=S)N1CCC12CC3CC(CC(C3)C1)C2 | 125 | 89 | 0 | 85 | 95 | -12 | 93 | 84
COc1ccc2sc(-c3ccccc3OC)c(-c3ccc4c(c3)OCCO4)c2c1 | 104 | 91 | 0 | 100 | 114 | 0 | 97 | 99
CC(C)(C)c1ccc(OCCCN2CCCC2)cc1 | 96 | 106 | 2 | 108 | 95 | 3 | 102 | 105
COc1ccc(OC(C)C(=O)N(C)Cc2nc(-c3ccc(OC)cc3)no2)cc1 (stereo unspecified) | 90 | 91 | 0 | 93 | 96 | -3 | 91 | 86
CC1(C)C2C(Cl)(Cl)C2(C)c2ccccc2N1C=O (stereo unspecified) | 108 | 101 | / | 100 | 106 | 3 | 102 | 111
Cn1c(N)c(C(=O)CSc2n[nH]c(-c3ccccc3)n2)c(=O)n(C)c1=O | 100 | 100 | 0 | 94 | 110 | -4 | 102 | 102

3 of the entries above in order of the GRK2 inh value, high to low.
Structure,LAP4 TOR yeast,MEP2-GFP yeast,GRK2 inh,CIT2-GFP yeast,VLA-4 inh,RPL19A TOR yeast,AGP1-GFP MLPCN
Cc1cc(NC(=O)CSc2nnc(-c3ccccc3F)n2C)no1,89[may fluoresce violet],130[may fluoresce violet],4,?,15,98[may fluoresce violet],32[may fluoresce violet]
CCN1CCN(C(=O)c2ccc(CS(=O)(=O)Cc3ccccc3F)o2)CC1,96,101,1,98,7,99,104
CCOc1ccccc1Oc1coc2cc(OC(=O)c3ccco3)ccc2c1=O,111,103,0,99,4,99,100

Next compounds follow.
SMILES | LAP4 TOR yeast | MEP2-GFP yeast | GRK2 inh | CIT2-GFP yeast | CR mimetic SO | VLA-4 inh | RPL19A TOR yeast | AGP1-GFP MLPCN
Cc1cc(-n2c(C)cc(C(=O)CSc3nnc4sc5ccccc5n34)c2C)no1 | 105 | 106 | 0 | 104 | 76 | -2 | 100 | 102
CCOc1ccccc1NC(=O)Nc1ccc(Br)cc1C | 98 | 99 | 2 | 98 | 110 | 14 | 94 | 99
COC(=O)[C@]1(Cc2ccccc2)N[C@H](c2ccc(-c3ccc(Cl)c(Cl)c3)cc2)[C@@H]2C(=O)N(C)C(=O)[C@@H]21 | 126 | 95 | 2 | 88 | 106 | 9 | 97 | 83
O=C(CC1SC(=NC2CCCCC2)NC1=O)Nc1ccccc1 (stereo unspecified) | 100 | 97 | 1 | 106 | 86 | -4 | 101 | 107
Cc1cccc(C2c3[nH]c4ccccc4c3CCN2C(=O)CN2CCOC2=O)n1 (stereo unspecified) | 94 | 98 | 2 | 111 | 95 | 0 | 103 | 106
CC1CN(C(NC(=O)C(C)(C)C)C(Cl)(Cl)Cl)CC(C)O1 (stereo unspecified) | 89 | 94 | 8 | 89 | 94 | -4 | 88 | 88
C=CC[C@@H](CC(=O)N[C@H](CO)Cc1ccccc1)C(=O)N[C@H](C)COC(=O)[C@@H](CC=C)Cc1ccc(F)cc1 | 104 | 98 | 26 | 94 | 93 | 17 | 97 | 102
Cc1nn(-c2ccccc2)nc1CNC(=O)CC(C)(C)C | 105 | 95 | 0 | 90 | 102 | 1 | 94 | 99
COc1ccc(Nc2ccc(Nc3ccc(OC)cc3)nn2)cc1 | 100 | 107 | 0 | 100 | 87 | 3 | 100 | 101
COc1ccc(CNCc2ccccc2[N+](=O)[O-])cc1OC | 96 | 110 | 0 | 102 | 98 | -16 | 105 | 97
O=C1CCCN1CCCNc1ccc2nnc(CCC(=O)N3CCN(c4ccc(F)cc4)CC3)n2n1 | 90 | 95 | 0 | 98 | 89 | 3 | 104 | 106
OC(COCc1ccco1)CN1CCN(c2ccccc2)CC1 (stereo unspecified) | 94 | 107 | 0 | 111 | 87 | i | 106 | 106
COc1ccc(NS(=O)(=O)c2ccc(NS(=O)(=O)c3ccc(SC)cc3)cc2)c(OC)c1 | 90 | 96 | 1 | / | 86 | 1 | 98 | 94
CCOC(=O)N1CCN(C(=O)c2cccc(NS(=O)(=O)c3ccc(F)c(F)c3)c2)CC1 | 92 | 99 | 0 | 96 | 93 | 2 | 102 | 93
COC(C(=O)Nc1ccnn1C1CCN(C(=O)c2ccc(C)cc2)CC1)c1ccccc1 (stereo unspecified) | 98 | 112 | 3 | 105 | 94 | 3 | 101 | 102
CC(C)Cc1nnc(NC(=O)CSc2ncn[nH]2)s1 | ? | ? | 2 | ? | 110 | 15 | 84[may fluoresce violet] | 84[may fluoresce violet]
CCCCC1CCCC12NC(=O)NC2=O (stereo unspecified) | 99 | 91 | 0 | 86 | 100 | -15 | 96 | 103
Cc1cc(C)n(S(=O)(=O)c2cc(C)c(C)cc2C)n1 | 103 | 96 | 0 | 84 | 89 | 15 | 100 | 94
CCOC(=O)c1nc2sc3c(c2c(=O)[nH]1)CCCC3 | 131 | 107 | 2 | 100 | 97 | 0 | 100 | 98
COc1ccc(C(=O)C2CCN(CC(=O)Nc3ccccc3F)CC2)cc1 | 97 | 102 | 0 | 96 | 105 | -3 | 100 | 94
Cc1ccccc1N(CC(=O)NC(C)(C)C)C(=O)c1ccc(-c2ccccc2)[nH]1 | 94 | 103 | 0 | 99 | 96 | 3 | 100 | 100
O=C(OCc1ccc2c(c1)OCO2)c1ccc(S(=O)(=O)N2CCCCC2)cc1 | 103 | 112 | 4 | 117 | 116 | 5 | 104 | 107
COc1ccccc1NC(=O)c1cc(S(=O)(=O)N2CCCC2)cn1C | 88 | 91 | 0 | 88 | 97 | -15 | 85 | 84
O=C(O)[C@H](Cc1ccccc1)N1C(=O)c2ccncc2C1=O | 102 | 104 | 5 | 96 | 150 | -17 | 98 | 98
CCc1ccc2[nH]c(=O)c(CN(CCCO)C(=O)NCc3ccccc3)cc2c1 | 99 | 108 | 0 | 105 | 98 | 3 | 96 | 25
COc1cc(C2NC(=O)NC(C)=C2C(=O)Nc2cccc(C)c2C)cc(OC)c1OC (stereo unspecified) | 100 | 97 | 3 | 104 | 101 | 5 | 101 | 103
O=C(c1ccc2c(=O)n(C3CCCC3)c(=S)[nH]c2c1)N1CCc2ccccc21 | 98 | 101 | 1 | 104 | 114 | 6 | 99 | 87
O=C(CCNS(=O)(=O)c1ccc(OC(F)(F)F)cc1)N1CCN(S(=O)(=O)c2cccc(F)c2)CC1 | 110 | 100 | 0 | 91 | 101 | 8 | 99 | 104
Cc1nnc(SCC(=O)N2CCCC(C(=O)c3ccc(Cl)cc3)C2)o1 (stereo unspecified) | 106 | 96 | 0 | 93 | 102 | 24 | 96 | 100
COc1ccc(C(=O)COC(=O)c2cc(=O)[nH]c3ccccc23)c(OC)c1 | 89 | 87 | 1 | 82 | 95 | -4 | 87 | 86
